Compound activity: PubChem, several laboratories
STK33 inh: inhibitors of purified STK33 kinase, primary screen, biochemical, ADP-Glo luminescence, homogeneous, cell-free. inhibition, % at 10 µM. MBP phosphorylation. hit rate 0.073% among 320,000;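 active means inhibition at or above 25%, using the most active replicate where run in duplicate; inactive means inhibition below 25%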
Target sequence (Q9BYT3 whole entry, looked up): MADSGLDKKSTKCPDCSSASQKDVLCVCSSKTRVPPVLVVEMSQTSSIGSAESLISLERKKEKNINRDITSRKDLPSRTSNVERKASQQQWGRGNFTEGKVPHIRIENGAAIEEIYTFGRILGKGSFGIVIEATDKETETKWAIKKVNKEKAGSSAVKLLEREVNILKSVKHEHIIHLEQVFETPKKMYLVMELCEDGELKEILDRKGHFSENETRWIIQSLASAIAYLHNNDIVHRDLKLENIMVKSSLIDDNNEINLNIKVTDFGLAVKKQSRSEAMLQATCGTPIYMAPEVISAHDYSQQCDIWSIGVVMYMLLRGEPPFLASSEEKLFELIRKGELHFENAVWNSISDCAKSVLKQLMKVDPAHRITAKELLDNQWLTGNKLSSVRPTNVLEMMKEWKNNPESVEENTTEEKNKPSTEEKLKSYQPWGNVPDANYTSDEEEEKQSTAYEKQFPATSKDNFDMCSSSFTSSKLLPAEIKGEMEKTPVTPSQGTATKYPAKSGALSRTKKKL
Kir21 inh: inhibitors of mouse Kir2.1 inward-rectifier potassium channel; Inward rectifier potassium channel 2 (Mus musculus), P35561; HEK293-Kir2.1, FluxOR thallium flux fluorescence; stronger effect = lower value; B-score at 10 µM; hit rate 0.85% among 310,000;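 active means fluorescence ratio B-score at or below minus 3 SD of library scores, with starting-brightness B-score within 2 SD, cut at about -4.2 in these data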;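 further: channel flux triggered by added potassium and thallium sulfate stimulus; B-score of peak minus minimum fluorescence over baseline after thallium stimulus; more negative B-score means stronger Kir2.1 block with less thallium influx; some compounds called inactive have numbers as strong as hits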
Target sequence (P35561 whole entry, looked up): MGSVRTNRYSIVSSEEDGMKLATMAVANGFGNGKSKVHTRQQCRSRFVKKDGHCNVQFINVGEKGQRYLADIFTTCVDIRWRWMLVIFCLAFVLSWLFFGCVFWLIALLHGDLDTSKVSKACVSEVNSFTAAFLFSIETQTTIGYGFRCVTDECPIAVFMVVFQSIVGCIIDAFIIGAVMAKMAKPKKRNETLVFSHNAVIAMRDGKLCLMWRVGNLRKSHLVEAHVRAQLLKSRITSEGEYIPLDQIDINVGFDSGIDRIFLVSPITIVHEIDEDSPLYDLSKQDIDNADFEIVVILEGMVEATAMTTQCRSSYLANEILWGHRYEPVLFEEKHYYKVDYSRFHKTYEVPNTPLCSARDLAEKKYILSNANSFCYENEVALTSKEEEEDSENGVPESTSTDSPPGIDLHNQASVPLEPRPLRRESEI
* marks the source's active call; other numbers are inactive results; nt = not tested or not shown.

molecule | STK33 inh | Kir21 inh
Cc1ccc(S(=O)(=O)N2[C@@H](c3ccccc3F)C(C(=O)O)=CC[C@H]2c2cccs2)cc1 | -2.1 | nt
Cn1cnnc1Sc1cc(N2CCN(S(=O)(=O)c3ccc(Cl)c(Cl)c3)CC2)ccc1[N+](=O)[O-] | -1.0 | -0.55
COc1cc(OC)c2c(c1)OC(c1ccc(OC)c(OC)c1)C(O)C2=O (stereo not drawn) | 0.0 | -0.7
CCN1CC(CN(C)Cc2nc(-c3ccco3)oc2C)CC1=O (stereo not drawn) | -1.0 | -0.15
COc1cccc(NC(=O)C2C(c3ccccc3)C2(Cl)Cl)c1 (stereo not drawn) | -2.2 | -0.83
COc1cc(Br)cc(/C=N/NC(=O)Cc2ccccc2)c1O | -0.9 | 0.18
O=C(Nc1ccc(F)cc1)c1ccccc1CC[N+](=O)[O-] | 1.4 | -1.1
N#Cc1c(NC(=O)CSc2nnc(-c3ccncc3)n2CC2CCCO2)sc2c1CCCC2 (stereo not drawn) | 0.2 | 0.77
Cc1ccc([N+](=O)[O-])c(C(=O)N/N=C/c2cccnc2)c1 | -0.9 | 1.4
CN(CCOC(=O)c1ccc2c(c1)OCCO2)Cc1ccccc1 | -1.4 | 1.4
O=C(NCCCNC(=O)c1ccccc1Cl)c1cnccn1 | -0.5 | 1.1
Cc1cc(NC(=O)CN2CCN(c3ccccn3)CC2)ccc1Br | -2.1 | 1.2
Cn1c(=O)c2c(nc(CN3CCN(C(c4ccccc4)c4ccccc4)CC3)n2CCCO)n(C)c1=O | -0.6 | 0.64
CCOc1cc(Br)c(CC(=O)NC2CCCCCC2)cc1OCC | -0.2 | -0.46
CC1SC(C)C(=O)N(CC(=O)Nc2ccc([N+](=O)[O-])cc2)C1=O (stereo not drawn) | -1.8 | -0.51
COc1ccccc1NC(=O)c1cc2c(CO)cnc(C)c2oc1=Nc1cc(OC)c(OC)c(OC)c1 | -0.7 | -1.5
Nc1nc2c(s1)C(=O)CC(c1ccccc1)C2 (stereo not drawn) | -1.0 | -0.07
O=C(NCc1cccs1)C1CCC(=O)N(Cc2cccc(C(F)(F)F)c2)C1 (stereo not drawn) | 1.4 | 0.27
CC(=O)Cn1c(CN2CCCCC2)nc2ccccc2c1=O | -0.7 | -0.3
N#Cc1ccc(C(=O)OCCCc2cc3ccccc3c(=O)o2)cc1 | -0.7 | nt
O=C(N/N=C/C=C/c1ccccc1[N+](=O)[O-])c1ccncc1 | 3.1 | -0.78
O=Cc1ccc(-n2cc(C=O)c3ccccc32)cc1 | 1.3 | 0.73
CC(=O)c1ccc(N2CCN(C(=O)CCNC(=O)Cn3ccc4ccccc4c3=O)CC2)cc1 | -0.8 | -2.6
c1ccc(-c2nnc(-c3ccccc3)o2)cc1 | nt | 0.02

Record cards, from the list above. Order of screens: STK33 inh | Kir21 inh
`CCN1CC(CN(C)Cc2nc(-c3ccco3)oc2C)CC1=O` (stereo not drawn) in the list: -1.0 | -0.15
`Cc1ccc(S(=O)(=O)N2[C@@H](c3ccccc3F)C(C(=O)O)=CC[C@H]2c2cccs2)cc1` in the list: -2.1 | nt
`Cc1cc(NC(=O)CN2CCN(c3ccccn3)CC2)ccc1Br` in the list: -2.1 | 1.2
`O=Cc1ccc(-n2cc(C=O)c3ccccc32)cc1` in the list: 1.3 | 0.73
`N#Cc1c(NC(=O)CSc2nnc(-c3ccncc3)n2CC2CCCO2)sc2c1CCCC2` (stereo not drawn) in the list: 0.2 | 0.77

Continued:
molecule | STK33 inh | Kir21 inh
COc1ccc(OC)c(-n2c(SCC(=O)N3CCc4ccccc43)nc3c(c2=O)SCC3)c1 | -1.0 | 0.09
CCSc1nn2c(=O)c3ccccc3nc2s1 | -1.1 | 0.84
C=CCn1c(=NC(=O)c2sc3ccccc3c2Cl)sc2cc(S(N)(=O)=O)ccc21 | -3.1 | -0.05
CCOc1ccc2[nH]c3c(c2c1)CNCC3 | -2.0 | -0.55
COc1ccc2cc3cc(C(=O)NCCN4CCN(c5ccccc5F)CC4)oc3nc2c1 | -0.2 | -0.02
CC1=CCC[C@@H]2[C@@](C)(CC/C(C)=C/C(=O)O)[C@H](C)CC[C@@]12C | 0.8 | -0.32
Cc1c(NC(=O)Nc2cc(Cl)ccc2Cl)c(=O)n(-c2ccccc2)n1C | -0.6 | -1.2
O=S(=O)(c1ccc(OC(F)(F)F)cc1)N1CCC(O)(c2cccc(C(F)(F)F)c2)CC1 | -1.4 | 0.89
CCOC(=O)c1sc(C)c2c1NC1(CCCCCC1)NC2=O | -1.6 | -0.04
COc1ccc(-c2cc3nc(C)cc(C)n3n2)cc1 | 13 | 2.1
COc1ccc(C(=O)NN)cc1COc1ccc(Br)cc1 | 0.0 | -1.9
Cc1ccc(N(CC(=O)N2CCCCCC2)S(C)(=O)=O)cc1Cl | -1.4 | 0.45
S=c1[nH]nc(-c2cc(-c3ccccc3)n[nH]2)n1/N=C/c1ccc(Br)s1 | -0.9 | 0.82
CCOC(=O)c1cnn(CCOC(=O)c2ccc(OC)cc2)c1NC(=O)c1ccc(OC)cc1 | -0.9 | -0.35
Cc1ccc(NC(=O)C2C(c3ccccc3)C2(Cl)Cl)c(C)c1 (stereo not drawn) | 4.8 | -2.6
COC(=O)N(NC(=O)C(O)(C(C)C)C(C)C)c1ccccc1 | 0.9 | -0.41
COc1cccc2cc(C(=O)NCC3CCCO3)c(=O)oc12 (stereo not drawn) | -0.6 | 0.76
Oc1[nH]c2c(Cl)cc(Cl)cc2c1N=NC(=S)NCC1CCCO1 (stereo not drawn) | -0.9 | 0.84
Cc1[nH]nc2c1C(c1ccsc1)C(C#N)=C(N)O2 (stereo not drawn) | 0.6 | -0.82
C=CCN1CC(O)=C(c2ccccc2)C1=N | -0.2 | -0.16
Cc1c(O)ccc(C(=O)CN2CCN(Cc3ccccc3)CC2)c1O | -0.1 | 0.19
C#CCOc1nc(OCC#C)nc(OCC#C)n1 | 1.1 | 0.09
COc1ccc(C=NNc2ccc(S(=O)(=O)Nc3ccccc3C(=O)O)cc2[N+](=O)[O-])c(OC)c1 | -1.9 | nt
CC[C@]12c3[nH]c4ccccc4c3CCN1C(=O)C(CC(=O)NCc1ccco1)C[C@@H]2C(=O)N1CCN(C(=O)c2ccco2)CC1 (stereo partly drawn) | -1.4 | nt
Cc1ccc2sc(N(CCCN(C)C)C(=O)c3ccc(Br)s3)nc2c1C | -0.2 | -0.72
CCN(CC)CCN1C(=O)c2oc3ccccc3c(=O)c2C1c1ccc(F)cc1 (stereo not drawn) | 1.0 | 0.25
O=c1[nH]c2ccc(S(=O)(=O)NCCO)cc2[nH]1 | 0.7 | 0.26
CCC1NC(=S)NC(C)=C1C(=O)c1ccccc1 (stereo not drawn) | 1.2 | 0.32
O=C(CSc1ncccn1)NN=C1CCCCCCC1 | -1.2 | -0.63
CCc1[nH]nc2c1C1(CCOC1C)C(C#N)=C(N)O2 (stereo not drawn) | -0.6 | -1.4
COC(=O)C1=C(C)NC=C([N+](=O)[O-])C1c1ccc(OC)cc1 (stereo not drawn) | 0.0 | -2
Cn1cccc1C(C#N)c1cccc(F)c1C#N (stereo not drawn) | -0.3 | -0.25
CCOc1nc(NCCO)nc(Nc2cc(Cl)ccc2OC)n1 | -1.0 | -0.05
O=C(CC12CC3CC(CC(C3)C1)C2)NCc1ccc(F)cc1 | -1.3 | 1.6
Cc1ccc(S(=O)(=O)Nc2ccccc2CNc2ncc(Br)cc2Br)cc1 | -2.7 | 0.27
CCCN(CC(=O)Nc1ccccc1C)C(=O)c1ccc(-c2ccc(C(C)=O)cc2)o1 | -2.0 | 1.3
O=C(Oc1ccc(-c2nnco2)cc1)c1ccco1 | -0.6 | -0.29
Cc1ccc(OCC(O)CN2CCCC2)cc1 (stereo not drawn) | 0.5 | -0.15
CNCC(O)CN1CCN(c2ccccc2OC)CC1 (stereo not drawn) | -1.9 | -1.2
CC(C)(C)c1ccc(C(=O)NCCC(=O)NCc2cccs2)cc1 | -1.6 | 0.31
COc1ccc(OC(C)C(=O)N2CC(C)OC(C)C2)cc1 (stereo not drawn) | -0.9 | 0.07
Cc1nc(SCc2nc3ccccc3[nH]2)c2oc3cc([N+](=O)[O-])ccc3c2n1 | -0.6 | nt
Cc1ccc(CNC(=O)CSCc2ccccc2F)cc1 | -0.1 | -0.21
CCOc1ccc(CN2CCCC(N3CCN(c4ccc(OC)cc4)CC3)C2)cc1 (stereo not drawn) | -0.3 | -0.38
N/C(=N\c1nc2c(c(=O)[nH]1)CCC2)Nc1ccccc1 | -0.6 | -0.74
CC(NC(=O)COC(=O)CCc1ccc(S(=O)(=O)N2CCOCC2)cc1)C1CC2CCC1C2 (stereo not drawn) | -1.5 | -0.86
CCOCc1cc(C2NC(=O)NC(C)=C2C(=O)OCC)ccc1OC (stereo not drawn) | -4.7 | -1.4
CC(=O)Nc1ccc(NC(=O)C2CCCCC2C(=O)O)cc1 (stereo not drawn) | -0.4 | -0.84
CCOc1ccc(CCNC(=O)COC(=O)COc2ccc(Cl)cc2)cc1OCC | -1.7 | -1.3
Cc1ccc(C)c(S(=O)(=O)NC(CCC(N)=O)C(=O)O)c1 (stereo not drawn) | -0.5 | -3.6
O=C1NC(SCCCF)=N/C1=C/c1ccc(-n2cncn2)cc1 | -2.0 | -0.91
Cc1nc(/C=[N+](\[O-])C(C)(C)/C=N/O)n(O)c1C | -1.9 | -0.04
Nc1cc(=O)[nH]c(SCc2nnc(-c3ccccc3)o2)n1 | -1.4 | 1.3
COc1ccc(C(=O)OCC(=O)c2cc(OC)ccc2OC)c(OC)c1 | -0.4 | 2.4
Cc1c(NS(=O)(=O)c2ccc(Cl)c(C(=O)OC(C)C(=O)N3CCOCC3)c2)c(=O)n(-c2ccccc2)n1C (stereo not drawn) | -0.8 | 0.5
Cc1nc(Cc2nnc(SC(C)C(=O)N3c4ccccc4NC(=O)C3(C)C)o2)cs1 (stereo not drawn) | 0.3 | nt

New compounds follow.
molecule | STK33 inh | Kir21 inh
COc1cccc(CNC(=O)c2ccc(C)c(S(=O)(=O)N3CCOCC3)c2)c1 | 0.8 | 0.69
C/C(N)=C(/C#N)C(=O)COC(=O)c1cc(-c2ccccc2)nc2ccc(Br)cc12 | -1.2 | 0.73
COc1ccc(C(=O)OCC(=O)N2CCOCC2)cc1S(=O)(=O)N1CCOCC1 | 0.0 | nt
CCCCNc1ccc(S(N)(=O)=O)cc1[N+](=O)[O-] | 0.9 | 1.4
COc1ccc(C/C(O)=C(\C#N)c2nc3ccccc3[nH]2)cc1OC | -0.3 | 0.26
O=C(c1ccco1)N1CCN(C(=O)c2sccc2-c2ccccc2)CC1 | -1.0 | -1.9
COc1ccc(/C=C/C(=O)Nc2ccccc2C(F)(F)F)cc1 | -1.4 | 1.2
CC1CCCN(CCOCCOc2ccccc2-c2ccccc2)C1 (stereo not drawn) | -0.4 | -6.7*
Cc1nc2ccccc2n1C1CCN(CC(=O)Nc2ccccc2Br)CC1 | -0.1 | 0.29
CN1CCN(c2nc(-c3ccccc3)nc3c2oc2ccccc23)CC1 | -1.5 | 0.58
CC(C)c1ccc(/C=C2\SC(=O)N(CC(=O)NC3C=CS(=O)(=O)C3)C2=O)cc1 (stereo not drawn) | -1.2 | 0.4
O=C(Nc1ncn[nH]1)c1ccc(Cl)c(S(=O)(=O)N2CCCCCC2)c1 | 0.2 | -1.1
CCc1noc(C)c1C(=O)Nc1ccc(S(=O)(=O)N2CCCCC2)cc1 | -1.0 | 1.3
O=C(N/N=C/c1cccc(Oc2ccccc2)c1)c1cccc(O)c1 | 0.3 | -8.1*
CCCCN(CC)CCCNC(=O)C1c2ccccc2C(=O)N(C)C1c1cn(C)c2ccccc12 (stereo not drawn) | -0.5 | -1.4
CCN(CC)C(c1ccc(F)cc1)c1nnnn1C1CCCCC1 (stereo not drawn) | -0.6 | -1.8
CC1CCN(c2ccc3nnc(CCC(=O)NCCCOC(C)C)n3n2)CC1 | -2.2 | 1.1
N#CCCN(C(=O)COC(=O)c1cc(=O)c2ccccc2o1)c1ccccc1 | -2.4 | nt
CC(CN1CCOCC1)OC(=O)COc1ccc(F)cc1 (stereo not drawn) | -0.4 | 0.97
Cc1cccc(CCNC(=O)Cc2ccc(NC3=NC4CS(=O)(=O)CC4S3)cc2)c1 (stereo not drawn) | -1.6 | 1.1
COc1ccc(C(=O)N(C)CCCC2CCCC2)cc1OC1CCN(C(C)C)CC1 | -1.0 | 0.01
O=C(Nc1cccc(S(=O)(=O)N2CCCCC2)c1)c1ccc2c(c1)OCO2 | 0.5 | -0.06
CC1CCN(S(=O)(=O)c2cccc(-c3cn4cc(Cl)ccc4n3)c2)CC1 | 2.7 | -0.28
CCCCc1c(O)nc(SCC(=O)NCCc2ccc(OC)c(OC)c2)[nH]c1=O | 0.1 | -1.1
Cc1cc(=O)n2nc(N3CCC(C(=O)NCc4ccccc4Cl)CC3)sc2n1 | 1.6 | 0.9
Cn1cnnc1SCC(=O)Nc1ccccc1Sc1ccccc1 | 1.1 | -0.04
O=C(COc1cc(F)ccc1[N+](=O)[O-])Nc1cccc(Br)c1 | -0.5 | -1
CC(=O)c1ccc(OCc2ccc(C(=O)c3ccccc3)cc2)cc1 | -3.1 | -0.86
CCOC(=O)C1=C(CC)Nc2ccccc2N=C1NC(=O)c1oc2ccccc2c1C | 9.8 | -0.04
COc1ccc(NC(=O)Cn2nnc(C(=O)NCCc3ccc(OC)c(OC)c3)c2N)cc1 | -0.7 | 1.1
CC(C)(C)OC(=O)NCCCC[C@H](NC(=O)c1[nH]cnc1C(=O)N[C@@H](Cc1ccccc1)C(=O)OCc1ccccc1)C(=O)OC(C)(C)C | -0.4 | nt

Not a retest: an excerpt of the list.
molecule | STK33 inh | Kir21 inh
Cc1ccc(S(=O)(=O)N2[C@@H](c3ccccc3F)C(C(=O)O)=CC[C@H]2c2cccs2)cc1 | -2.1 | nt
Cn1cnnc1Sc1cc(N2CCN(S(=O)(=O)c3ccc(Cl)c(Cl)c3)CC2)ccc1[N+](=O)[O-] | -1.0 | -0.55
